Source: PubChem BioAssay
Mcl1 Noxa PPI: Mcl-1/Noxa interaction inhibition. Q07820. TR-FRET Mcl-1/Noxa peptide binding, 2 h. inhibition, % at 21.7 µM. actives 1.5% (n = 220,000);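 active = compounds that cut the protein-peptide binding signal by more than 50% relative to plate controls in a single-dose test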;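 also: His-tagged Mcl-1 with rhodamine Noxa BH3 peptide and terbium anti-His antibody; 0% = Mcl-1 plus Noxa peptide wells and 100% = peptide-only wells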
Target sequence (Q07820 whole entry, looked up): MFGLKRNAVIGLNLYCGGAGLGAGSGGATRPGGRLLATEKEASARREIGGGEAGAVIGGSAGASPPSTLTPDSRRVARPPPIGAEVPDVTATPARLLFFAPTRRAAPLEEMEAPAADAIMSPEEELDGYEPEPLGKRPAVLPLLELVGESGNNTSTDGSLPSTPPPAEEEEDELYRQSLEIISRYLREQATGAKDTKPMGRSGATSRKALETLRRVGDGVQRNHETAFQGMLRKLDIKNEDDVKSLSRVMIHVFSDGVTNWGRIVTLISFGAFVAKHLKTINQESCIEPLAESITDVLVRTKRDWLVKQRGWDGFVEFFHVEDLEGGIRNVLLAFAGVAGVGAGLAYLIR
ABCG2 block: blocks JC-1 efflux by human ABCG2 transporter. actives 0.1% (n = 190,000). IgMXP3 cells, flow cytometry. AID 1325. inhibition, % at 6.6 µM. Q9UNQ0;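 active = inhibition above 80%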;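 also: 0% = DMSO and 100% = nicardipine control wells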
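Times: 10 min at 25 °C | Test system: Two drug-resistant human cell lines, ABCG2 and ABCB1 | Quantity: 3 million cells/mL final, two lines in 1:1 ratio | Signal: Flow cytometry, 530 nm JC-1 signal | Dosing: Compound at 6.6 µM | Controls: Nicardipine and DMSO wells | Reagent: JC-1 as fluorescent efflux pump substrate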
Rab7 wt modul: modulators of GTP binding to dog Rab7 wildtype GTPase | actives 0.055% (n = 190,000) | GTP binding activity (percent of control), % at 10 µM | AID 758 | GST-Rab7 beads, fluorescent GTP binding, flow cytometry; actives lie on both sides; untreated = 100%, excess cold GTP = 0%;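 active = fluorescent GTP binding to Rab7 beads changed by at least 20 points from the 100% baseline, either direction, mostly lower; inconclusive = compound itself probably fluorescent, or too few beads counted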;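 also: median green fluorescence of bound Bodipy-FL-GTP per Rab7 bead population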
Cdc42 wt GTP: modulators (inhibitors or activators) of GTP binding to human Cdc42 wildtype; GST-Cdc42 beads, Bodipy-GTP binding, flow cytometry; actives lie on both sides; percent activity (GTP binding), % at 10 µM; P60953; actives 0.2% (n = 190,000);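 active = percent activity GTP binding at least 20 points away from the 100% baseline, either down as inhibitor or up as activator; inconclusive = compound flagged as likely green fluorescent from well-wide comparison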;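 also: median bead fluorescence of bound Bodipy-FL-GTP at 100 nM; 0% = excess unlabeled GTP control and 100% = no compound control; below 100% means less GTP binding so inhibitor and above means activator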
Target sequence (P60953 whole entry, looked up): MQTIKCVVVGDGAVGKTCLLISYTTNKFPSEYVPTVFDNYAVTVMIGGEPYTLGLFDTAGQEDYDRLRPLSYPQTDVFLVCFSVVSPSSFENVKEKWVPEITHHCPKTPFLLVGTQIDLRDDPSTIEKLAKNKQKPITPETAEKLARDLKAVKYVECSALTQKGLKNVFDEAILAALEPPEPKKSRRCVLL
HRas wt GTP: modulators of GTP binding to human HRas wildtype; P01112; GST-Ras wt beads, Bodipy-FL-GTP binding, flow cytometry; actives lie on both sides; GTP binding activity, % at 10 µM; actives 0.14% (n = 190,000);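 active = GTP binding activity at least 20% away from the 100% baseline, either lowered as inhibitor or raised as activator; inconclusive = flagged as likely green fluorescent, judged across all proteins in the well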;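 also: 0% = unlabeled GTP competition control and 100% = no-compound control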
Target sequence (P01112 whole entry, looked up): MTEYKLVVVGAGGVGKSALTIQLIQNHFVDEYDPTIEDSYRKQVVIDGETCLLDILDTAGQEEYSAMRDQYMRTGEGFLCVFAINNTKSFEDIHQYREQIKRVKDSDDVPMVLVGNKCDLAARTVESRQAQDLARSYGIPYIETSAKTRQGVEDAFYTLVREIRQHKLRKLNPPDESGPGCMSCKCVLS
ABCB1 block: inhibitors of human ABCB1 transporter, ABCG2 counter-screen. CCRF-Adr cells, JC-1 efflux, flow cytometry. inhibition, % at 6.6 µM. actives 0.067% (n = 190,000). AID 1326; in the data active = inhibition above about 40%;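 also: 0% = vehicle and 100% = reference inhibitor; higher value means more JC-1 retained so stronger ABCB1 efflux block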
Rac1 wt modul: human Rac1 wildtype GTP binding, inhibitors and activators; GST-Rac1 beads, fluorescent GTP binding, flow cytometry; actives lie on both sides; 0 = cold GTP competed, 100 = untreated; GTP binding activity (% of control), % at 10 µM; actives 0.27% (n = 190,000);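 active = GTP binding activity at least 20 points away from the 100% control level, either lower or higher; inconclusive = compound flagged as likely green fluorescent, judged across all proteins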
Pf gametocyte: inhibitors of late stage P. falciparum gametocyte viability; P. falciparum stage V gametocytes, ATP luminescence, 24 h; inhibition, % at 10.9 µM; actives 0.065% (n = 150,000); AID 743093;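 active = inhibition above the mean plus 3 SD of compounds within the control limits, set per campaign, cut at about 38% in these data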;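 also: 0% = DMSO wells and 100% = medium only without gametocytes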
Rab2A wt mod: changes GTP binding to wildtype dog Rab2A, up or down; actives 0.19% (n = 190,000); GST-Rab2 wt beads, Bodipy-GTP binding, flow cytometry; AID 760; GTP binding activity, % at 10 µM;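 active = GTP binding activity at least 20 points away from 100%, either lowered or raised; inconclusive = signal likely due to the compound's own green fluorescence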;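 also: 0% = beads with excess unlabeled GTP and 100% = no-compound control corrected for plate trend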
Avidin bead fluor: avidin bead compound fluorescence profile; actives 0.38% (n = 220,000); fluorescence (KMESF) at 10 µM; Avidin beads, compound fluorescence 488/530 nm, flow cytometry; hits give high values; in the data active = fluorescence above about 47; also: inactives centre near 10
Rac1 mut GTP: modulators of GTP binding to human Rac1 activated mutant. P63000. GST-Rac1 activated beads, fluorescent GTP binding, flow cytometry; actives lie on both sides; 100% means binding = to untreated wells. percent activity (GTP binding), % at 10 µM. actives 0.11% (n = 190,000). AID 764;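 active = GTP binding at least 20 percentage points away from the 100% baseline, in either direction, so actives lie on both sides; inconclusive = Compound likely fluorescent itself, or too few beads counted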
* = called active by the depositor; u = inconclusive; x = no result given; & = joins results of further samples. Not a hit list; any-hit rate near 2.3%.

SMILES	Mcl1 Noxa PPI	ABCG2 block	Rab7 wt modul	Cdc42 wt GTP	HRas wt GTP	ABCB1 block	Rac1 wt modul	Pf gametocyte	Rab2A wt mod	Avidin bead fluor	Rac1 mut GTP
COC(=O)CC(c1ccc(F)cc1)n1c(C)ccc1C (centres undefined)	6.0	17.0	95.0	96.0	98.0	1.2	101.0	5.6	96.0	10	96.0
Cc1nc(-c2cccc(NC(=O)c3cc4cc(Br)ccc4oc3=O)c2)cs1	2.8	3.1	97.0	99.0	99.0	0.7	103.0	x	94.0	13	95.0
Cc1c(Nc2ccc3nonc3c2[N+](=O)[O-])c(=O)n(-c2ccccc2)n1C	2.2	4.0	95.0	102.0	96.0	0.7	101.0	0.3	100.0	9	98.0
CC(C(=O)NCCC1=CCCCC1)c1ccc([N+](=O)[O-])cc1 (centres undefined)	25.1	3.5	109.0	101.0	102.0	0.8	105.0	-15.0	106.0	11	98.0
COc1ccc(CCNC(=O)CSCc2c(F)cccc2Cl)cc1OC	8.5	0.3	94.0	95.0	93.0	-0.3	93.0	8.7	94.0	10	94.0
CCOC(=O)C(C)Oc1cccc2c(=O)n(CC(=O)N3CCN(C(=O)OCC)CC3)ccc12 (centres undefined)	-0.1	-2.4	105.0	104.0	102.0	-2.4	105.0	x	103.0	8	101.0
CCN(CC)CC#CCOC(c1ccccc1)c1ccccc1	21.0	12.1	96.0	99.0	98.0	1.4	102.0	15.0	97.0	10	97.0
Cc1cc(NC(=O)CCC(=O)N(CC(=O)NC2CCCC2)Cc2cccs2)no1	31.9	1.9	104.0	100.0	101.0	1.1	101.0	-16.1	101.0	14	97.0
CCOc1ccccc1C(=O)NC1CC2CCCC(C1)N2Cc1ccccc1 (centres undefined)	13.9	5.3	100.0	106.0	102.0	2.1	108.0	x	102.0	5	99.0
CCOC(=O)C1(CCCc2ccccc2)CCN(Cc2nccn2CC)CC1	-1.3	1.3	94.0	94.0	96.0	2.0	97.0	x	96.0	5	95.0
CC(NC(=O)c1ccccc1)c1nc2ccccc2n1Cc1ccccc1F (centres undefined)	-0.4	3.8	99.0	102.0	100.0	1.7	102.0	x	100.0	27	96.0
CC12CN3CC(C)(CN(C1)C3c1ccc(Br)cc1O)C2 (centres undefined)	3.3	1.1	102.0	103.0	103.0	0.3	108.0	-2.0	102.0	8	101.0
O=P(COCCOCP(=O)(c1ccccc1)c1ccccc1)(c1ccccc1)c1ccccc1	1.0	4.0	103.0	105.0	103.0	0.6	106.0	x	103.0	11	102.0
Cc1cc(C)nc(SCCC(=O)N2CCOCC2)n1	-20.8	-0.2	102.0	99.0	98.0	-0.1	100.0	-7.2	99.0	27	98.0
O=C(O)C1C2C=CC(C2)C1C(=O)Nc1nccs1 (centres undefined)	-6.6	1.5	100.0	100.0	100.0	-0.2	100.0	x	99.0	17	100.0
CCCCCOc1ccc(N2C(=O)CC(N(O)c3ccccc3)C2=O)cc1 (centres undefined)	21.6	1.5	102.0	106.0	104.0	0.3	104.0	22.3	104.0	9	100.0
CC(C)=CC(=O)OCC(=O)Nc1cccc([N+](=O)[O-])c1	3.9	39.4	103.0	103.0	100.0	1.7	104.0	5.7	100.0	6	99.0
Cc1cc(NC(=O)CN2C(=O)/C(=C/c3cccc(Br)c3)SC2=S)no1	5.6	-1.6	93.0	92.0	92.0	-0.8	91.0	6.3	91.0	27	91.0
CCOC(=O)c1c(NC(=O)CC2Nc3ccccc3NC2=O)sc(C)c1C (centres undefined)	9.9	1.8	100.0	102.0	103.0	x	103.0	-28.0	102.0	13	101.0
O=C(O)c1ccccc1CSC1=NCCS1	24.1	1.8	100.0	103.0	98.0	0.8	103.0	x	103.0	10	102.0
CCc1cc2ccccc2nc1Cl	16.7	0.8	98.0	96.0	94.0	0.3	99.0	x	95.0	10	91.0
COc1ccc(-n2nnnc2SCC(N)=O)cc1	-7.3	4.1	97.0	98.0	97.0	1.1	95.0	-22.9	93.0	9	96.0
O=C(COC(=O)c1ccc(S(=O)(=O)N2CCCC2)cc1)Nc1ccc(N2CCOCC2)cc1	33.4	1.2	102.0	93.0	96.0	0.1	96.0	x	97.0	10	95.0
CCn1c(-c2nn(C)c(C)c2Cl)n[nH]c1=S	-0.8	8.7	103.0	101.0	102.0	-0.1	107.0	x	100.0	5	98.0
O=C(CCNC(=O)Cn1ccc2ccccc2c1=O)NCc1ccc(F)cc1Cl	7.4	7.5	95.0	94.0	96.0	0.6	93.0	18.0	97.0	14	95.0
Continued.
SMILES	Mcl1 Noxa PPI	ABCG2 block	Rab7 wt modul	Cdc42 wt GTP	HRas wt GTP	ABCB1 block	Rac1 wt modul	Pf gametocyte	Rab2A wt mod	Avidin bead fluor	Rac1 mut GTP
CC(=O)Nc1ccccc1NC(=O)C/C(C)=N/NC(=O)c1ccncc1	3.4	2.5	103.0	101.0	100.0	1.0	105.0	5.8	101.0	9	102.0
Cc1cc(C)n(Cc2cc(C(=O)O)c3ccccc3n2)n1	19.7	0.6	106.0	100.0	99.0	0.0	103.0	28.3	100.0	10	95.0
COc1cc(C(C)=O)ccc1OCC(O)CN(CCO)Cc1ccccc1 (centres undefined)	23.5	1.5	106.0	97.0	100.0	0.6	96.0	-6.9	100.0	29	98.0
CC(=O)Oc1ccc(-c2cccc(C(=O)NCC(=O)O)c2)cc1	0.2	1.1	96.0	100.0	98.0	0.0	97.0	3.7	97.0	8	96.0
Cc1noc(/C=C/N(C)C)c1S(=O)(=O)N1CCCC(C(=O)NC(C)c2ccccc2)C1 (centres undefined)	1.2	8.5	99.0	100.0	99.0	0.9	99.0	x	100.0	4	100.0
C=CCc1cc(/C=N/n2cnnc2)cc(OCC)c1O	6.4	4.2	103.0	101.0	100.0	0.1	103.0	-17.3	102.0	22	98.0
O=C(O)CC(C(=O)O)c1cn(Cc2ccccc2)c2ccccc12 (centres undefined)	33.3	0.9	102.0	105.0	103.0	0.7	103.0	x	104.0	7	100.0
O=C(CN1C(=O)C2CC=CCC2C1=O)NCc1ccc2c(c1)OCO2 (centres undefined)	17.0	7.0	95.0	98.0	99.0	0.8	98.0	4.1	99.0	13	99.0
CC(=O)c1nc(N2C(=O)CC(Cc3cc(C)cc(C)c3)C2=O)sc1C (centres undefined)	17.3	9.6	100.0	101.0	99.0	x	101.0	6.0	98.0	16	99.0
Nc1ccc(Nc2nc(-c3cccs3)cs2)cc1	15.0	-13.0	96.0	96.0	98.0	-4.2	99.0	8.2	96.0	8	93.0
Cc1ccc(-c2ccc(=O)n(CC(=O)N3CCN(c4cccc(C)c4)C(C)C3)n2)cc1 (centres undefined)	18.5	23.0	97.0	98.0	98.0	2.1	99.0	12.1	99.0	13	95.0
C/C(=N\N=C(N)N)c1ccc(Cl)cc1	11.3	55.8	102.0	103.0	101.0	2.0	105.0	-12.0	100.0	10	100.0
Cc1ccc(-n2nc(C)c3cc(C(=O)O)sc32)cc1	11.9	3.4	98.0	99.0	98.0	0.3	106.0	x	97.0	9	98.0
O=c1[nH]c2ccccc2c(O)c1Cc1ccccc1	5.9	-1.2	91.0	91.0	91.0	-1.1	92.0	x	92.0	24	93.0
CN=c1scc(C)n1/N=C/c1cc(Br)c(O)c(Br)c1	29.1	-2.8	97.0	97.0	96.0	-0.3	98.0	0.3	94.0	10	92.0
S=C(c1ccc(-c2ccc(Br)cc2)o1)N1CCCCC1	11.0	-13.3	96.0	99.0	96.0	-5.4	100.0	-1.2	98.0	9	95.0
CCn1nc(C(=O)OCC(=O)N2CC(=O)Nc3ccccc32)c2ccccc2c1=O	4.0	9.4	102.0	95.0	93.0	1.6	96.0	15.7	98.0	14	92.0
O=C(COC(=O)CCC1CCCC1)Nc1ccccc1Sc1ccccc1	-3.4	-1.1	101.0	99.0	101.0	0.2	105.0	13.0	100.0	4	101.0
Cc1cc(-c2ccc(F)cc2)nc2cc(C(N)=O)nn12	17.9	5.3	97.0	89.0	91.0	0.1	95.0	x	89.0	8	95.0
CCOC(=O)N1CCN(C2CC(=O)N(c3ccc(F)cc3)C2=O)CC1 (centres undefined)	-5.4	2.2	98.0	98.0	102.0	0.7	102.0	x	99.0	16	96.0
CC(=O)Nc1ccc(S(=O)(=O)N[C@@H](C)C(=O)Nc2ccc(N3CCOCC3)cc2)cc1	16.1	1.4	98.0	101.0	100.0	0.4	100.0	4.2	99.0	8	97.0
CCOC(=O)C1(Cc2ccccc2C)CCCN(C(=O)c2cc(C3CC3)[nH]n2)C1 (centres undefined)	6.2	4.5	94.0	98.0	97.0	2.0	100.0	-3.1	97.0	6	99.0
O=C(CSc1ccccc1)NCCCc1ccccc1	-17.8	0.0	106.0	100.0	99.0	0.0	101.0	-3.0	99.0	9	98.0
O=C(c1ccccc1)N1CCN(C(=O)c2ccc([N+](=O)[O-])cc2)CC1	54.2*	7.9	99.0	101.0	99.0	0.7	104.0	x	99.0	10	99.0
O=C(CSc1ncnc2c1oc1ccccc12)NCc1ccco1	30.0	4.0	101.0	99.0	101.0	0.3	105.0	x	98.0	19	97.0
Remaining list, next part.
SMILES	Mcl1 Noxa PPI	ABCG2 block	Rab7 wt modul	Cdc42 wt GTP	HRas wt GTP	ABCB1 block	Rac1 wt modul	Pf gametocyte	Rab2A wt mod	Avidin bead fluor	Rac1 mut GTP
Cc1ccc(-n2cc(CNC(C)c3cnn(C)c3C)c(-c3ccc(F)cc3)n2)cc1 (centres undefined)	-15.9	2.8	96.0	99.0	99.0	6.3	103.0	-2.2	97.0	7	101.0
Cc1ncc([N+](=O)[O-])n1CCO	12.8&-6.1	0.1&1.2	96.0	99.0	100.0	-0.2	99.0	x	99.0	5&6	102.0
Cc1ccnc(SCC(=O)n2c3c(c4ccccc42)CC(C)CC3)n1 (centres undefined)	-5.8	7.7	u	u	u	1.2	u	x	u	14	u
S=C(Nc1ccc(Cl)cc1)c1nc2ccccc2s1	x	0.7	94.0	93.0	95.0	-0.2	92.0	-14.8	92.0	10	91.0
CCOc1cc(C(=O)NC)cc(OCC)c1OCC	4.6	0.1	96.0	97.0	95.0	0.2	93.0	x	98.0	7	96.0
CC1CCc2cc(F)ccc2N1C(=O)c1cnc2sccn2c1=O (centres undefined)	5.2	-3.6	99.0	105.0	102.0	-2.2	106.0	x	102.0	7	99.0
O=C(CCC1CCCN(c2ncccn2)C1)NCc1ccccc1F (centres undefined)	17.9	8.9	96.0	96.0	97.0	0.3	97.0	15.1	96.0	7	92.0
